Rad51 HR inh – human RAD51 strand exchange inhibitors, primary screen, biochemical, fluorescence; DNA repair protein RAD51 homolog 1 (Homo sapiens), Q06609; hRad51 DNA strand exchange, fluorescence dequenching; inhibition, % at 10 µM; 200,000 tested, 0.085% active;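 active = inhibition above 40% at the single screening dose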;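 also: 0% = DMSO control wells and 100% = blanks with heterologous ssDNA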
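Test system: preformed human Rad51 ssDNA filaments. Compound dosing: single dose, 10 µM final compound. Incubation: filaments 15 min 37 °C, then compound 30 min. Technique: FRET fluorescence dequenching, excitation 485 nm, emission 520 nm. Read-out basis: percent inhibition from fluorescence, normalised to plate control and blank means. Benchmarks: plate controls and plate blanks.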
m-calpain inh – inhibitors of pig calpain II, primary screen, biochemical, fluorogenic peptide substrate, 1536-well. purified calpain II, 30 min. 220,000 tested, 0.37% active. inhibition, % at 16 µM;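 active = inhibition above about 50%, limit read from the data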
EP2 mod – EP2 receptor modulators, cAMP readout, primary screen, cell-based, HTRF cAMP, PGE2 stimulation | Prostaglandin E2 receptor EP2 subtype (Homo sapiens), P43116 | EP2-expressing cells, cAMP HTRF FRET, PGE2 co-stimulation | induction, % at 25 µM | 260,000 tested, 0.83% active | AID 940, 2007;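 active = compounds whose cAMP rise, as percent of the full-agonist control response, exceeds 60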;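 also: rat C6 glioma line stably carrying human EP2 under a CMV promoter; the protocol text gives 20 µM as final concentration; 100% = response of wells given 1 µM PGE2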
eIF4E 4G PPI – eIF4E–eIF4G protein interaction inhibitors, primary screen, biochemical, uHTS, TR-FRET, eIF4GI fragment. inhibition, % at 21.7 µM. 220,000 tested, 0.37% active. Eukaryotic translation initiation factor 4E (Mus musculus) + Eukaryotic translation …. AID 782, 2007. TR-FRET eIF4E-eIF4GI(517-606) binding, 2 h;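 active = inhibition above about 30%, limit read from the data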;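 also: 0% = full FRET control wells and 100% = background wells lacking eIF4GI fragment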
14-3-3 Bad PPI – inhibitors of 14-3-3 zeta/Bad binding, primary screen, biochemical, TR-FRET, bovine 14-3-3 zeta; 14-3-3 protein zeta/delta (Bos taurus), P63103; TR-FRET 14-3-3zeta/Dy647-pBad peptide displacement, 1 h; inhibition, % at 21.7 µM; 220,000 tested, 0.71% active; AID 781, 2007;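 active = inhibition above about 70%, limit read from the data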;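 also: 0% = full 14-3-3 plus peptide FRET controls and 100% = background without 14-3-3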
TbHK1 inh – Trypanosoma brucei hexokinase 1 inhibitors, primary screen, biochemical, G6PDH-coupled NADH absorbance, MLSCN library. hexokinase 1 [Trypanosoma brucei]. recombinant TbHK1, G6PDH-coupled NADH A340. inhibition, % at 10 µM. 220,000 tested, 0.11% active. AID 1430, 2008;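 active = inhibition of 50% or more in the single-dose primary screen; inactive = inhibition below 50%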
PGE2 EP2 inh – human EP2 receptor antagonists, primary screen, TR-FRET cAMP, C6 glioma cells; AID 1422, 2008; inhibition, % at 25 µM; Prostaglandin E2 receptor EP2 subtype (Homo sapiens), P43116; C6 glioma cells expressing human EP2; cells stimulated with saturating PGE2; 260,000 tested, 0.52% active;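 active = percent inhibition above 40 after rounding to a whole number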;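 also: rat C6 glioma host cells with rolipram phosphodiesterase inhibitor present; the protocol text gives 20 µM as final concentration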
zVAD death inh – inhibitors of zVAD-triggered necroptosis, primary screen, L929 cells. L929 zVAD necroptosis rescue, ATP luminescence, 24 h; with zVAD 60 µM. viability rescue, % at 10 µM. 220,000 tested, 0.38% active. AID 1377, 2008;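 active = activation, scaled between plate controls, above about 75%, limit read from the data; inactive = activation under that limit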;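 also: 0% = zVAD with DMSO and 100% = DMSO alone without zVAD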
Hck Nef HTS – inhibitors of Nef-activated human Hck kinase, primary screen, biochemical, Z-Lyte FRET, 384-well, Hck-YEEI | 220,000 tested, 0.68% active | Tyrosine-protein kinase HCK (Homo sapiens), P08631 | AID 463187, 2010 | Recombinant Hck-YEEI plus Nef, Z-Lyte FRET kinase assay | inhibition, % at 20 µM;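 active = Hck-Nef kinase inhibition above about 50%, limit read from the data; inactive = inhibition below that limit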;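 also: 0% = DMSO with Hck plus Nef and 100% = Hck alone without Nef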
* hit, by the source's call; i = inactive; . = not tested or not shown; & = joins results of further samples; [ ] = another dose, or the depositor's remark. This is a subset, so the mix of outcomes need not match the whole.

mol	Rad51 HR inh	m-calpain inh	EP2 mod	eIF4E 4G PPI	14-3-3 Bad PPI	TbHK1 inh	PGE2 EP2 inh	zVAD death inh	Hck Nef HTS
CCOc1ccc(CNc2ccc(N3CCOCC3)c(C(=O)O)c2)cc1	4.5	-85.5	8.7	0.2[fluorescence artefact?]	3.3	-4.6	5.6	-0.1	1.2
Cn1cccc1/C=C1\CCC/C(=C\c2cccn2C)C1=O	-274.4	28.8	15.6	1.3[fluorescence artefact?]	-44.2[fluorescence artefact?]	-21.7	1.1	0.9	0.2
COc1ccc2nc(NC(=O)CSc3nnc(N)s3)sc2c1	-6.6	41.2	10.9	9.0[fluorescence artefact?]	55.0	6.3	7.6	63.2	4.1
N#C/C(=C(/O)CCCl)c1ccccn1	15.9	i	-4.1	-0.8	-18.8	-9.0	3.1	5.0	13.9
CCC(=O)O[C@@H]1CC(=O)O[C@H](C)CC=CC=C[C@@H](O)[C@H](C)C[C@H](CC=O)[C@H](O[C@H]2O[C@H](C)[C@@H](O[C@H]3C[C@@](C)(O)[C@@H](OC(=O)CC)[C@H](C)O3)[C@H](N(C)C)[C@H]2O)[C@H]1OC	-1.2	-39.4	7.2	-22.2	-3.5	-13.9	11.1	0.2	27.5
O=C1OCCN1C(=O)[C@H]1[C@H](c2ccc(F)cc2)C(c2ccc(F)cc2)=NN1c1ccccc1	3.1	-65.1	36.6	4.3	3.1	-5.2	4.4	-1.4	-4.3
S=c1[nH]c2ccc3ccccc3c2[nH]1	1.4	-14.1	-97.8&-33.6	7.4	1.2	3.1	16.5&4.5	3.7	21.4
Cc1cc(C(=O)CSc2nncs2)c(C)n1Cc1ccco1	9.2	-19.8	-11.6	1.3	-13.2	-1.4	3.7	0.1	22.8
Cc1ccc(-c2nn(C)c(=O)c3ccccc23)cc1CNC(=O)c1ccco1	-3.4	11.8	0.9	4.6[fluorescence artefact?]	-2.1	-1.1	10.1	-0.2	1.3
N#C/C(=C\c1c(N2CCCCC2)nc2ccccn2c1=O)C(=O)NCc1ccco1	-9.4	11.7	-14.1	14.3	-5.2	20.2	3.6	0.7	4.7
Cc1oc2nc(SCC(=O)NC3CCCCC3)nc(N)c2c1C	1.0	.	.	.	.	3.6	7.8	0.5	4.8
Cc1ccc(NC(=O)c2ccc(OC(=O)CCN3C(=O)c4ccccc4C3=O)cc2)cc1	5.7	1.3	17.5	3.7[fluorescence artefact?]	20.9	8.2	22.4	0.4	-22.1
COc1cccc(/C=C/c2ccccn2)c1O	0.5	0.8	-33.0	-2.3	-6.0	-18.2	15.1	0.8	10.2
COC(=O)c1ccccc1NC(=O)Cn1nc2n(C)c3ccccc3n2c(=O)c1=O	7.6	-23.6	1.5&1.0	3.2	93.0*	3.9	8.5&11.1	0.6	6.4
O=C1CCSc2cccc3cccc(c23)N1	5.8	-6.3	2.4	0.8	-4.2	-0.5	6.6	2.4	1.6
CC(C)(C)OC(=O)NCC(=O)NCC(=O)OCc1ccccc1	6.2	13.6	31.6	2.2[fluorescence artefact?]	2.6[fluorescence artefact?]	53.5*	10.4	0.2	2.1
Cc1ccccc1OCC(=O)O/N=C(\N)Cc1ccc(Cl)cc1	11.0	-75.5	29.2	4.1	-7.7	7.9	13.2	0.2	-12.8
CC1CCN(c2ncnc3ccccc23)CC1	11.8	-6.4	9.4	9.2[fluorescence artefact?]	42.0	-13.9	9.5	-0.3	-0.5
O=c1[nH]nc(CNc2ccc(C(F)(F)F)cc2)c2ccccc12	-9.4	1.5	-10.0	5.5	-5.9	-0.9	4.2	0.7	25.8
COc1ccc(CN(C)CC(=O)Nc2cc(OC)c([N+](=O)[O-])cc2C)c(OC)c1	-16.6	20.3	-15.9	-4.9	5.9[fluorescence artefact?]	-14.7	8.7	0.5	1.0

Copied from the list:
m-calpain inh result of `COc1cccc(/C=C/c2ccccn2)c1O` stands at 0.8
14-3-3 Bad PPI result of `COc1ccc(CN(C)CC(=O)Nc2cc(OC)c([N+](=O)[O-])cc2C)c(OC)c1` stands at 5.9[fluorescence artefact?]

Going on with the list.
mol	Rad51 HR inh	m-calpain inh	EP2 mod	eIF4E 4G PPI	14-3-3 Bad PPI	TbHK1 inh	PGE2 EP2 inh	zVAD death inh	Hck Nef HTS
CN(CCc1ccccn1)c1ncnc2[nH]ncc12	-2.6	9.2	17.7	-4.1	11.8	6.1	8.6	0.0	0.8
CC(=O)NN1C(=O)/C(=C/c2ccc(Br)o2)SC1=S	-19.2	10.4	36.5	0.7[fluorescence artefact?]	3.0	-6.6	17.6	0.7	-14.5
O=C(O)CN1C(=O)CCS(=O)c2ccccc21 (stereo not drawn)	2.2	-9.6	-1.8	-1.1	-4.4	2.0	15.5	0.8	-4.3
CCN(CC)CCNC(=O)C12CC3CC(C)(CC(C)(C3)C1)C2	-2.4	-10.0	10.3	-1.4	5.5	-4.7	7.6	0.5	1.6
Cc1ccc(-c2nc(N)n(C(=O)Cc3ccccc3)n2)cc1	.	15.3	28.2	-1.2	-3.4	-4.5	.	-0.1	2.8
Cc1ccccc1NC(=O)CSCC(=O)Nc1ccccc1C	-1.3	14.2	-1.3	-9.1	-6.8	-6.6	7.0	-1.1	11.6
CCOC(=O)c1ccc(NC(=O)CC2SCCNC2=O)cc1 (stereo not drawn)	1.2	-19.1	2.0	-11.8[fluorescence artefact?]	-16.5[fluorescence artefact?]	-7.1	10.7	0.5	0.7
CCN(CC)CCN1C(=O)C(=O)/C(=C(/O)c2ccc(OC(C)C)cc2)C1c1cccs1 (stereo not drawn)	5.9	14.3	-16.4	4.2	-2.1	-37.2	12.9	-0.6	15.4
O=c1[nH][nH]c(=O)n1-c1ccccc1	.	-4.7	14.4	0.1	-5.0	-4.2	3.3	-0.1	-2.0
Cc1cccc(-c2ncc(CN3CCCC(CO)(Cc4cccc(Cl)c4)C3)cn2)c1 (stereo not drawn)	-1.6	1.0	4.2	1.1	-14.7	-3.5	6.3	2.8	22.1
COC(=O)C1=CN(Cc2cccs2)C=C(C(=O)OC)C1c1cccc(O)c1	23.7	i	31.6	-0.3	-4.4	-8.9	1.8	-0.7	41.7
CCOC(=O)N1CCN(C(=O)c2cc3c(-c4ccc(Cl)cc4)nn(C)c3s2)CC1	1.9	-20.3	-7.5	-0.3	8.2	-30.0	13.8	0.9	0.2
COc1ccc(Br)c(C(=O)NCCC(C)C)c1	.	17.4	-1.3	3.9	16.3[fluorescence artefact?]	17.4	15.8	-0.7	-0.1
C/C(=N/NC(=O)CN1CCN(S(=O)(=O)c2ccc(C)cc2)CC1)c1cccc(O)c1	.	-13.5	4.4	-1.7	-13.3	-7.7	9.1	-0.2	18.3
CCOC(=O)c1c(NC(=O)CSc2nc3cc(Cl)ccc3c(=O)n2Cc2ccco2)sc(C(=O)N(C)C)c1C	4.1	-80.7	49.6	-7.5	-8.1	-8.2	13.4	0.5	24.8
O=C(N/N=C/c1ccc(Cl)cc1Cl)Nc1ccccc1	-2.8	15.9	-3.6	6.4	10.2	10.5	7.0	1.0	-1.0
CCn1c(C)cc(/C=C2\SC(=O)N(CC(=O)Nc3ccc(C)c(C)c3)C2=O)c1C	-1.2	-2.3	19.6	-16.3	6.9	-6.6	11.5	-0.3	6.3
COc1ccc(CCNC2=NCC(C)S2)cc1 (stereo not drawn)	-2.0	-6.4	4.7	0.0	-5.3[fluorescence artefact?]	8.4	9.8	0.5	-1.6
COC(=O)c1c(C(=O)OC)c(-c2cccc(C)c2)n2c1CS(=O)(=O)C2	1.4	7.9	-4.4	8.6	-6.7	-8.8	11.1	-1.3	0.2
Cc1c(C(C)C)c(=O)n(-c2ccc(S(=O)(=O)NC3CC3)cc2)n1C	9.9	-14.6	-2.9	-1.0	-0.1	1.7	9.4	0.3	18.0
CCOC(=O)c1cnc2c(c(C)nn2CC)c1Cl	.	-22.0	2.1	1.4	-6.3	-1.9	4.5	2.9	-2.7
O=C(CCc1ccc(S(=O)(=O)N2CCOCC2)cc1)Nc1nc(COc2ccccc2)cs1	.	19.6	-20.6	-12.3	-9.5	2.1	.	0.4	3.7
N#CCCN(C(=O)Nc1ccccc1)c1ccccc1	-1.3	-14.2	25.1	6.4[fluorescence artefact?]	9.8	-2.3	6.4	-0.1	0.8
COC(=O)n1c(=S)oc2cc(Cl)ccc21	-2.9	12.5	43.1	61.0*	67.7	18.2	2.1	0.1	2.4
Cc1cc(CSc2nc(C)cc(=O)[nH]2)c2ncccc2c1	-0.5	-16.1	15.6	-4.9	-8.6	-3.1	4.0	1.2	10.6
S=C(Nc1cccc(Cl)c1)NC1CCCCC1	1.3	12.4	3.0	-5.0	-15.1	1.4	3.3	-0.2	-1.2
CCOc1ccc(NC(=O)C2CC(C)=C(C)CC2C(=O)O)cc1 (stereo not drawn)	1.1	-50.0	20.9	3.8	12.3	-6.3	-0.8	0.3	-0.8
Cc1cc(C2=NNC(=Nc3ccc(S(=O)(=O)N4CCOCC4)cc3)SC2)c(C)n1CC1CCCO1 (stereo not drawn)	-55.7	-113.0	-23.4	2.0	-4.1	-11.9	5.7	3.6	41.2
CCCSc1nc(NCc2ccco2)c2c3c(sc2n1)COC(C)(C)C3	-37.6	-18.8	27.0	-9.0	-13.3	-4.9	8.6	-0.1	1.5
CC1CCC(NC(=O)CC2Oc3ccccc3NC2=O)CC1 (stereo not drawn)	-4.8	-27.5	-5.8	4.2	3.1	-5.5	14.9	0.6	0.7
CSc1nc(C)c(CCO)c(=O)[nH]1	-1.7	13.9	13.8	-0.8	3.0	8.2	5.8	-0.6	-28.6
Cc1cc(C)cc(OCC(=O)NN2Cc3ccccc3C2=N)c1	-3.4	-49.5	-3.9	.	.	8.8	12.6	0.4	-23.7
CCOC(=O)c1ccc(CSC(=N)N)o1	8.7	-3.2	7.3	-0.9	-1.7	-2.2	9.9	25.3	17.5
ClCc1csc(-c2ccccc2Cl)n1	0.0	27.9	-24.8	3.2	2.6	5.6	3.0	-0.4	9.6
Cc1ccc(NC2=NC(c3ccccc3)n3c(nc(C)cc3=O)N2)cc1 (stereo not drawn)	10.2	13.4	3.5	10.8	-9.6	-9.1	4.2	0.8	-4.3
CCOc1ccc(NC(=O)N(CCN2CCOCC2)Cc2ccc3c(c2)CCCN3CC)cc1	-10.0	-25.8	2.0	-4.8	-0.4	-10.5	12.2	0.4	-1.2
CC(C)C(C)(C#N)NC(=O)CSc1ncnc2sc(-c3ccccc3)cc12 (stereo not drawn)	-7.2	-5.7	-16.7	0.6	9.3	-28.3	8.4	0.9	3.7

Source: PubChem BioAssay
